# EPAC2 ag: EPAC2 (human) agonism; 360,000 tested, 0.079% active; EPAC2 activation, biochemical qHTS; response scale: 100% = 6.5 mM cAMP response; Q8WZA2; Potency, µM (top dose mostly 154 µM), for the others: at the top dose activation, hits mostly activators; note: potency is the fitted concentration of half-maximal effect; nearly all actives have a fitted effect of over 50% in size
#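 Compounds were added across a concentration range to EPAC2 (100 nM), RAP1B-BODIPY-GDP (250 nM) and GDP (50 uM). After 5 min at room temperature, fluorescence was recorded at 5-min intervals for 30 min.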
# D3 antag: antagonists of human D3 dopamine receptor; max response, negative = inhibition, %; 360,000 tested, 2.5% active; D3R cells, DiscoveRx beta-arrestin luminescence, antagonist mode; active compounds read low; AID 652054; P35462; in the data active = max response below about -50%; inconclusive = no clear call, values can overlap the other calls; note: % is set by controls: 0 for no effect and ±100 for the full control effect; mostly tested at two doses, the higher about 12 µM
# Target sequence (P35462 whole entry, looked up): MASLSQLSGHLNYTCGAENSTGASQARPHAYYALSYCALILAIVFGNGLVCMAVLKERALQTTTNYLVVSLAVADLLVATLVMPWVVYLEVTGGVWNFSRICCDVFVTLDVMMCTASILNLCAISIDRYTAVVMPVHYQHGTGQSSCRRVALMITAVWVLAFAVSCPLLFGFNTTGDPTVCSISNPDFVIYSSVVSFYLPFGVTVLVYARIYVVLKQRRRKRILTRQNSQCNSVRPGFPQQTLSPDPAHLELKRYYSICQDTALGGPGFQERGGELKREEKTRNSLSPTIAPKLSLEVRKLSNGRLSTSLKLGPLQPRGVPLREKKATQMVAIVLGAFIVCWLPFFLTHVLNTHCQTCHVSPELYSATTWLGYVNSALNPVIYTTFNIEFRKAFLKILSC
#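 Cells plated overnight at 1500 cells/well, then exposed to library compounds with dopamine controls for 90 minutes at 37 degrees C. DiscoveRx reagent added for 30–60 minutes at room temperature; luminescence read, quantitative HTS format.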
# MmCpn inh: inhibitors of Methanococcus maripaludis chaperonin (MmCpn) | purified Mm-Cpn ATPase, ADP Transcreener TR-FRET | Potency, µM (highest dose often 76.9 µM), inactives show top-dose activity, negative = inhibition, actives largely listed as inhibitors | 330,000 tested, 0.031% active; note: potency is the fitted concentration of half-maximal effect; % is set by controls: 0 for no effect and ±100 for the full control effect; nearly all actives have a fitted effect of over 80% in size
#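 Compound-treated chaperonin, 25 nM final, turns over 10 uM ATP at 37°C for 30 min following a 10 min preincubation; ADP generated competes with ADP-d2 for Eu-cryptate antibody, lowering FRET.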
# pAkt inh: blocks phosphorylation of Akt. Neuro2A IGF-stimulated pAkt S473 HTRF, 20 min; active compounds read low. activity change, % for hits at 50 µM. 360,000 tested, 0.32% active; in the data active = activity change below about -80%; inconclusive = mostly about -51% to -80%; note: % is set by controls: 0 for no effect and ±100 for the full control effect
#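 Single-point screen (50 µM final compound) in Neuro2A cells stimulated 20 min with 6 nM IGF at 37 deg C. After lysis, Ser473-phosphorylated Akt read by HTRF (ex 330 nm, em 615/665 nm) as the 665/615 ratio.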
# PTHR1 agonist: activates the human parathyroid hormone receptor PTHR1; AID 743266; Potency, µM (titrated, usually from 115 µM), for the others: at the top dose activation, usual class: activators; HEK293 GP2 PTHR1 cells, GloSensor cAMP luminescence, 1 h; Q03431; 410,000 tested, 0.075% active; note: potency is the fitted concentration of half-maximal effect; nearly all actives have a fitted effect of over 55% in size; some results filed as inactive show a strong effect at the top dose; inactives centre near -15; many of its hits are not listed in these tables
# Target sequence (Q03431 whole entry, looked up): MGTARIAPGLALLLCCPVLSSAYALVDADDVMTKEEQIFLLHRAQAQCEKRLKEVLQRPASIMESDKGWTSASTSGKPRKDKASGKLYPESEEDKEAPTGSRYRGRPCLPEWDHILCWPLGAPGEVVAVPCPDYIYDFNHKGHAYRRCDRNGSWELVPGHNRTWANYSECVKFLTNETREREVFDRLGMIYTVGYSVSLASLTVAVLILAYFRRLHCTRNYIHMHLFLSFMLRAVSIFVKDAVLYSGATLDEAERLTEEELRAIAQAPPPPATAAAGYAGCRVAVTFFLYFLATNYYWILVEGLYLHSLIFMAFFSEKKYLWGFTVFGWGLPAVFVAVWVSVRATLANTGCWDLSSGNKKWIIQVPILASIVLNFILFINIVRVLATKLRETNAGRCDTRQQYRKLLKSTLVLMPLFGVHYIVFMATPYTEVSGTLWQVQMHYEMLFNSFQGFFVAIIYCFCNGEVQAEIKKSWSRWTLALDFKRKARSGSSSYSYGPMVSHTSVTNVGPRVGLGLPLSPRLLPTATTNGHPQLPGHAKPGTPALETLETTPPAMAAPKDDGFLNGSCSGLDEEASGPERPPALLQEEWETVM
#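 HEK-293-derived GP2 cells expressing PTHR1 and a GloSensor cAMP reporter, 3,000/well, plated overnight, given luciferin plus IBMX (each 0.5 mM as added) for 1 h at 37 °C, then compound for 1 h at 37 °C. Luminescence was read after 15 min at room temperature.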
# DRD3 agonist: agonists of human D3 dopamine receptor | D3R DiscoveRx beta-arrestin cells, luminescence, 90 min | max activation, % | 410,000 tested, 0.58% active | P35462; in the data active = max activation above about 30%; note: 0% is about no effect; mostly tested at two doses, the higher about 12 µM
#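 Agonist mode: compounds and dopamine controls were applied to plated cells for 90 min at 37 degrees C after an overnight attachment at 1500 cells/well. Luminescent read-out followed 30 - 60 minutes at room temperature with DiscoveRx detection reagent.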
# CCT modulator: modulators of cytosolic chaperonin (CCT/TRiC) activity. activity change, % (concentration not given with the values), hits read low. AID 651819. 360,000 tested, 0.3% active. purified chaperonin ATPase assay, HTRF ADP detection, 30 min; in the data active = activity change below about -30%; note: % is set by controls: 0 for no effect and ±100 for the full control effect
#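 TRiC at 40 or 20 nM final (batch-dependent) in 30 mM Tris pH 7.4, 100 mM KCl, 5 mM MgCl2, 1 mM DTT, with compound at single 76 uM and 10 uM ATP, 30 min at 37 deg C. ADP detected by HTRF Transcreener, 665/615 ratio.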
# EPAC2 antag: antagonists of human EPAC2; Q8WZA2; EPAC2 GEF exchange of Rap1B-BODIPY-GDP, fluorescence; Potency, µM (doses to about 114 µM), for the others: at the highest dose activity, negative = inhibition, usual class: inhibitors; 360,000 tested, 0.18% active; AID 720708; note: potency is the fitted concentration of half-maximal effect; % is set by controls: 0 for no effect and ±100 for the full control effect; nearly all actives have a fitted effect of over 45% in size; many of its hits are not listed in these tables
# * marks the source's active call; other numbers are inactive results; i = inactive; ? = inconclusive; · = no result given; & = joins results of further samples; [ ] = another dose, or the depositor's remark. Unless noted, calls come from the whole dose curve; as a rule, active = well fitted curve in the direction sought with a large enough effect; inconclusive = small, poorly fitted or top-dose-only effect, or another doubt; inactive = no such curve, though single readings can be large; an effect the other way counts as inactive or inconclusive. Only part of the results is shown. The share of hits here may be higher or lower than overall.
nr	Molecule	EPAC2 ag	D3 antag	MmCpn inh	pAkt inh	PTHR1 agonist	DRD3 agonist	CCT modulator	EPAC2 antag
1	Cc1noc(-c2ccc(Cl)cc2)c1C(=O)O/N=C(\N)c1ccc(C(C)(C)C)cc1	11%	6	0%	i	-14%	14	1.0	-4%
2	CCNc1nc(-c2ccc(OC(F)F)cc2)c(C)s1	2%	-4	-2%	i	-5%	-9	-3.4	-7%
3	CN(C)/C=C1\C(=O)N(c2ccc(Cl)c(Cl)c2)CS1(=O)=O	-1%	9	0%	i	-18%	3	0.9	7%
4	C[C@@H]1C=C(C(=O)N2CCOCC2)O[C@H](OCc2ccc(CO)cc2)C1	2%	-10	·	i	-11%	8	-0.3	11%
5	O=[N+]([O-])c1cc(C=NN2CCCCCC2)ccc1Cl	6%	-23	·	i	-34%	0	-0.4	-5%
6	CC1(c2nnnn2Cc2ccccc2)CCC(=O)N1CCc1ccccc1F (centres undefined)	7%	-17	·	i	-16%	-3	-2.8	0%
7	O=C(/C=C\c1cn(-c2ccccc2)nc1-c1cccs1)N1CCOCC1	1%	12	-2%	i	-2%	2	-0.7	-16%
8	O=C(CSc1nncs1)Nc1ccc(Cl)cn1	14%	-10	0%	i	-27%	-3	0.0	-6%
9	CCOC(=O)c1ccccc1NC(=O)c1cncc(Br)c1	7%	-3	-18%	i	i	-1	-37*	-2%
10	CN(C)C(=O)c1ccc(NC(=O)c2ccc(-c3ccc(Cl)cc3)o2)cc1	0%	0	0%	i	-94%[inhibitor]	-2	-4.2	10%
11	O=C(NC1CCCCC1)C(c1ccc(C(F)(F)F)cc1)n1c(=O)c(-c2cc3ccccc3[nH]2)nc2ccccc21 (centres undefined)	5%	30	·	i	i	10	·	-9%
12	CC(C)Cc1nnc(NC(=O)CCc2ccccc2)s1	9%	37	-1%	i	i	2	-2.2	0%
13	COc1ccc(S(=O)(=O)N2CCOCC2)cc1C(=O)Nc1ccc(N2CCCCCC2)cc1	18%	0	·	i	-18%	3	-1.3	-1%
14	O=C(NC1CCS(=O)(=O)C1)C1C2CC3CC(C2)CC1C3 (centres undefined)	4%	-11	-1%	i	i	-5	-3.3	1%
15	CC(=O)Nc1ccc(NC(=O)C2CCCCN2S(=O)(=O)c2ccc(C(C)(C)C)cc2)cc1 (centres undefined)	11%	41	0%	i	i	4	1.0	1%
16	Cc1ccc(S(=O)(=O)N2CCOCC2)s1	0%	5	1%	i	-14%	5	-2.0	0%
17	CC(=O)OC[C@@H]1CN(Cc2ccccc2)C[C@H](n2cnc3c(NCc4ccco4)ncnc32)O1	-8%	15	·	i	i	2	0.6	-16%
18	O=C1NN=C(c2ccccc2)CC1c1ccc(Cl)cc1Cl (centres undefined)	10%	5	-1%	i	i	4	1.1	-11%
19	O=C(CSc1nc(-c2ccco2)cc(C(F)(F)F)n1)Nc1ccccc1C(F)(F)F	-12%	13	-2%	i	-10%[57.5 µM]	14	-1.2	4%
20	O=C(NCc1cccs1)C1CCCN(S(=O)(=O)c2cccs2)C1 (centres undefined)	5%	-16	2%	i	-24%	2	1.6	8%

# Retrieved by compound from above:
nr	Molecule	EPAC2 ag	D3 antag	MmCpn inh	pAkt inh	PTHR1 agonist	DRD3 agonist	CCT modulator	EPAC2 antag
19	O=C(CSc1nc(-c2ccco2)cc(C(F)(F)F)n1)Nc1ccccc1C(F)(F)F	-12%	13	-2%	i	-10%[57.5 µM]	14	-1.2	4%
12	CC(C)Cc1nnc(NC(=O)CCc2ccccc2)s1	9%	37	-1%	i	i	2	-2.2	0%
18	O=C1NN=C(c2ccccc2)CC1c1ccc(Cl)cc1Cl (centres undefined)	10%	5	-1%	i	i	4	1.1	-11%

# New compounds follow.
nr	Molecule	EPAC2 ag	D3 antag	MmCpn inh	pAkt inh	PTHR1 agonist	DRD3 agonist	CCT modulator	EPAC2 antag
21	CCc1ccc(S(=O)(=O)N2CCN(Cc3ccco3)CC2)cc1	12%	-23	0%	i	-5%	-9	-1.1	0%
22	COC(=O)CNC(=O)C(Cc1ccccc1)NS(=O)(=O)c1ccc2c(c1)c(=O)n(C)c(=O)n2C (centres undefined)	10%	4	-2%	i	-22%&-50%	-4&-13	-3.0	-1%
23	N#CC1=C(Nc2ccccc2Cl)SC(c2ccncc2)NC1=O (centres undefined)	-7%	6	·	i	-18%	5	-2.1	1%
24	CCOc1ccc(CCNC(=O)C2CC(=O)N(CCc3ccc(OC)c(OC)c3)C2)cc1OCC (centres undefined)	2%	0	?	i	-54%[inhibitor]	8&7	0.7	-26%
25	COc1ccc(CCN(C)C(=O)c2cc(-c3ccccc3)nc3ccccc23)cc1OC	4%	-21	1%	i	-2%	5	-1.5	-6%
26	Cc1cc(NC(=O)CSCc2ccccc2)no1	3%	19	1%	i	i	-5	0.8	-2%
27	CC(CC(=O)Nc1cc(S(=O)(=O)N2CCOCC2)ccc1OCC(F)(F)F)c1ccccc1 (centres undefined)	5%	-18	0%	i	-21%	-1	1.9	-4%
28	CCCn1c(C)cc(C(=O)COc2ncnc3sccc23)c1C	13%	-17	0%	i	-13%[57.5 µM]	-17	-0.7	-3%
29	C/C(CC(=O)Nc1cc(Cl)ccc1C)=N\NC(N)=O	8%	1	2%	i	i	1	-0.9	1%
30	O=c1[nH]c(SCc2ccc(Cl)cc2)nc2ccsc12	3%	-7	3%	i	-13%	-1	0.3	-3%
31	C=CCN1C(=NC(=O)CC)SC2CS(=O)(=O)CC21 (centres undefined)	3%	-18	-4%	i	21%	8	1.0	15%
32	CN1CCN(c2ncnc3c2c(-c2ccccc2)cn3-c2ccc(F)cc2)CC1	0%	-63*	1%	i	i	-20	-0.5	2%
33	CCc1c(C)c2ccc(OC(C)C(=O)NC(Cc3c[nH]c4ccc(O)cc34)C(=O)O)c(C)c2oc1=O (centres undefined)	7%	?	0%	i	-21%	-7	-0.4	-8%
34	Cc1cc(C)cc(NC(=O)C(=O)NCCc2c[nH]c3ccccc23)c1	6%	5	0%	i	i	3	-1.6	-20%
35	CN(C)CCNc1nc(-c2ccco2)c2c(c1C#N)CC(C)(C)OC2	5%	37	1%	i	-7%	-3	-0.1	0%
36	Cc1ccc(C(=O)N2CCCC(CCC(=O)N3CCN(c4ccccn4)CC3)C2)cc1 (centres undefined)	-5%	7	3%	i	-41%[inhibitor]	-3	0.9	4%
37	Cc1cc(C)nc(SCC(=O)Nc2ncc3c(n2)CCCC3=O)n1	-3%	-17	1%	i	8%[57.5 µM]	2	-0.9	4%
38	CCCCn1nc2cc(C(=O)NCC34CC5CC(CC(C5)C3)C4)ccc2c1OCC	11%	-79*	0%	i	-18%	-32	-1.2	1%
39	COC(=O)[C@H](CCSC)NC(=O)c1cc2c(cn1)[nH]c1ccccc12	0%	-29	-10%	i	i	-3	0.6	-13%
40	COc1ccc2cc3cc(C(=O)N4CCCCCC4)oc3nc2c1	3%	-5	0%	·	-41%[inhibitor]	-14	-1.1	-17%
41	CCOc1cc(C2NC(=O)NC(C)=C2C(=O)OCc2ccccc2)ccc1O (centres undefined)	6%	-14	-1%	i	i	1	-1.3	5%
42	COCCNCC(=O)Nc1nc(C)cs1	-10%	-6	-1%	i	i	0	-1.5	-10%
43	CCOC(=O)c1c(C)[nH]c(=S)c(C#N)c1-c1ccc(Cl)cc1	1%	-4	-6%	i	-29%	2	-1.1	-25%
44	CC(C)n1nnnc1C1c2ccccc2C(=O)N1Cc1ccc(F)cc1 (centres undefined)	-1%	8	·	i	-2%	1	-0.5	-4%
45	CCCn1c(CCC(=O)O)ccc1-c1cccs1	-2%	-11	-5%	i	i	1	-0.4	8%
46	C/C(=N\NC(=O)c1cccnc1)c1cccc([N+](=O)[O-])c1	3%	4	-1%	i	-19%	-4	-1.0	1%
47	O=C(Nc1ccccc1)OCc1cc(-c2ccc(Cl)cc2)on1	-3%	23	0%	i	-6%	1	1.8	17%
48	Cc1ccsc1/C=N/NC(=O)Cc1cc(=O)[nH][nH]1	-8%	-22	0%	i	-13%	-20	-0.3	7%
49	CCCCOc1ccc(OCCNS(=O)(=O)N(C)C)cc1	5%	9	2%	i	-5%[57.5 µM]	9	0.7	-1%
50	O=C(N/N=C/c1ccco1)c1cccc([N+](=O)[O-])c1	-9%	1	0%	i	i	-5	1.9	-4%
51	CC1(C(=O)Nc2ccc3c(c2)OCO3)CCN1C(=O)CCc1cccs1 (centres undefined)	3%	0	·	i	13%	7	0.8	-1%
52	CCN(CC)C(=O)c1cccc(NC(=O)C2=COCCO2)c1	10%	-13	1%	i	i	-2	-0.9	1%
53	OCc1nc2ccccc2n1CCc1ccccc1	15%	-7	1%	i	i	10	-2.0	0%
54	O=C(c1ccc(Cl)cc1Cl)c1ncc(C(F)(F)F)cc1Cl	14%	-11	-2%	i	-9%	-18	0.4	-1%
55	COC(=O)c1ccc(COc2ccccc2/C=N/Nc2cccc(C(=O)O)c2)cc1	9%	13	3%	i	29%	1	1.3	-1%
56	CCOc1ccc(NC(=O)CN2C(=O)CCSc3ccc(S(=O)(=O)N4CCCC4)cc32)cc1	-3%	0	1%	i	i	-1&-2	-20	6%
57	Cc1cccn2c(=O)c3cc(S(=O)(=O)c4ccccc4)c(=N)n(Cc4ccc(F)cc4)c3nc12	-6%	8	-6%	i	-4%	1	-2.1	-19%
58	COc1ccc(C(C(=O)NCC2CCCO2)N(C(=O)CNC(=O)c2ccco2)c2cc(C)cc(C)c2)cc1OC (centres undefined)	6%	-1	1%	i	i	-10	-0.5	1%
59	Cc1cc(C(=O)N2CCCc3ccccc32)no1	4%	8	0%	i	i	-5	0.7	10%
60	CN(c1ccccc1)S(=O)(=O)c1ccc(NC(=O)c2ccccc2C(=O)O)cc1	12%	-10	·	i	i	-2	-0.7	-2%
61	CCCCN(C)S(=O)(=O)c1cc2c3c(c1)CCC(=O)N3CCC2	10%	7	2%	i	i	1	-0.2	6%
62	COc1cccc2cc(-c3n[nH]c(=S)n3C)oc12	-2%	-2	-11%	i	i	7	0.3	-3%
63	CCOC(=O)CC1COCCN1C(=O)c1ccc2oc(Cc3ccccc3)nc2c1 (centres undefined)	3%	-22	-11%	i	-8%	1	-15	-4%
64	CC1CCCCN1S(=O)(=O)c1ccc(C(=O)Nc2sccc2C(N)=O)cc1 (centres undefined)	7%	3	-4%	i	-46%[inhibitor]	11	-1.0	-15%

# Screening data as filed in PubChem.
